# Bim-Bcl-B = human Bim-Bcl-B interaction inhibition. inhibition, % at 10 µM. Q9HD36. bead-based flow cytometry, Bim peptide-Bcl-B binding. 0.073% of 190,000 active. AID 951;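 further: 0% = tracer peptide without compound and 100% = reference inhibitor peptide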
# RGS7-Gao = regulators of human RGS7-Galphao interaction. 0.35% of 220,000 active. AID 1439. binding response (% of control), % at 10 µM. P09471. Multiplexed bead flow cytometry, RGS7-Galphao binding; actives lie on both sides; in the data active means binding response below about 49% or above about 150%; inconclusive means no clear call, values can overlap the other calls; inactive means in between;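 further: fluorescent Galphao held in activated GDP-AlF4 state binding bead-coupled RGS7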
# GSH fluor = GSH bead compound fluorescence profile | GSH beads flow cytometry, compound fluorescence 488/530 nm; hits give high values | fluorescence (KMESF) at 10 µM | 0.25% of 190,000 active | AID 1776; in the data active means fluorescence above about 89;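 further: glutathione beads carrying GST-tagged Bcl family fusion proteins plus one bare bead set; values are compound well signal with DMSO vehicle wells as background; inactives centre near 16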
# Bcl-XL Bim block = disrupts Bim peptide binding to human Bcl-XL; bead flow cytometry, fluorescence; inhibition, % at 10 µM; 0.04% of 190,000 active
# ABCB1 inh = inhibitors of human ABCB1 transporter, ABCG2 counter-screen; inhibition, % at 6.6 µM; CCRF-Adr cells, JC-1 efflux, flow cytometry; P08183; 0.067% of 190,000 active; AID 1326; in the data active means inhibition above about 40%;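 further: 0% = vehicle and 100% = reference inhibitor; higher value means more JC-1 retained so stronger ABCB1 efflux block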
# Target sequence (P08183 whole entry, looked up): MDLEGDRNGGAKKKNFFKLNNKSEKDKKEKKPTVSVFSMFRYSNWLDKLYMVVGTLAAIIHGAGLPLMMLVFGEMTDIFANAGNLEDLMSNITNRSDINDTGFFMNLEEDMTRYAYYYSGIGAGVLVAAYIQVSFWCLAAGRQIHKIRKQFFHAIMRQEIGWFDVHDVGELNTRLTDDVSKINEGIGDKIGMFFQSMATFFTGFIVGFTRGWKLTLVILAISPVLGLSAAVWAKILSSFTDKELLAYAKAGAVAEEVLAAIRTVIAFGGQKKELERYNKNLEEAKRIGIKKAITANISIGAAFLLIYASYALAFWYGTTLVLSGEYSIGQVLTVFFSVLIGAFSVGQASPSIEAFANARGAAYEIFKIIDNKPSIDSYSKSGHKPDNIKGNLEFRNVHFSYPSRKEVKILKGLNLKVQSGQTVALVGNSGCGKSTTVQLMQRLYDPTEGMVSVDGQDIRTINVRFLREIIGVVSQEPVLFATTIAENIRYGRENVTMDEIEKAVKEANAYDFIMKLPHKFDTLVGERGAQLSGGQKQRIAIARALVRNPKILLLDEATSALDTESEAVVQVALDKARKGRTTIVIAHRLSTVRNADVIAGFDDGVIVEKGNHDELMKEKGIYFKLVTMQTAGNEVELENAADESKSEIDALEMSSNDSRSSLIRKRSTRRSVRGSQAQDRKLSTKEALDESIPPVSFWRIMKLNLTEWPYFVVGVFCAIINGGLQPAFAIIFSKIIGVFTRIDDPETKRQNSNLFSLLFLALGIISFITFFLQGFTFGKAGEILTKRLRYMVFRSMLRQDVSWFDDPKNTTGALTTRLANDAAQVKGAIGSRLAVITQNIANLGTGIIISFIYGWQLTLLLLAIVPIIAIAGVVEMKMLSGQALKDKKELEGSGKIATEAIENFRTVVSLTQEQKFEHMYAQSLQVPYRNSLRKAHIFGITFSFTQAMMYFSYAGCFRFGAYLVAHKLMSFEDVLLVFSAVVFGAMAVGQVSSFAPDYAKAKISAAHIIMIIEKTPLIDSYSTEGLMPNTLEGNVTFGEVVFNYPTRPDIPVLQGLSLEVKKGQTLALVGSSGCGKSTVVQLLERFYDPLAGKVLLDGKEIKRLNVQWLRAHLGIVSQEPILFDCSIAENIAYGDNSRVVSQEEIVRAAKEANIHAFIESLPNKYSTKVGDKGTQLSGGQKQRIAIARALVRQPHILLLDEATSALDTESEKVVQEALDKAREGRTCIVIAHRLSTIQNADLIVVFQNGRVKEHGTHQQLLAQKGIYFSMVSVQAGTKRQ
# ABCG2 inh = blocks JC-1 efflux by human ABCG2 transporter | Q9UNQ0 | IgMXP3 cells, flow cytometry | inhibition, % at 6.6 µM | 0.1% of 190,000 active;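 active means inhibition above 80%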;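 further: 0% = DMSO and 100% = nicardipine control wells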
#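 test system = two drug-resistant human cell lines, ABCG2 and ABCB1 | amount = 3 million cells/mL final, two lines in 1:1 ratio | reagent = JC-1 transporter substrate | doses = one concentration, 6.6 µM final | incubation = 10 min at 25 °C | signal = flow cytometric JC-1 green MFI at 530 nm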
# RGS4-Gao reg = human RGS4-Galphao interaction regulation | P09471 | Multiplexed bead flow cytometry, RGS4-Galphao binding; actives lie on both sides | binding response (% of control), % at 10 µM | 0.33% of 220,000 active | AID 1415; in the data active means binding response below about 49% or above about 150%; inactive means in between;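 further: fluorescent Galphao activated with aluminum fluoride binding bead-coupled RGS4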
# Bim-Bfl-1 = disrupts Bim binding to human Bfl-1; Bead-based flow cytometry, Bim-Bfl-1 binding inhibition; AID 1008; inhibition, % at 10 µM; 0.12% of 190,000 active; Q16548;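 further: 0% = wells without compound plus tracer and 100% = blocker peptide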
# Bim-Bcl-W = disrupts Bim peptide binding to human Bcl-W. Q92843. bead-based flow cytometry. inhibition, % at 10 µM. 0.02% of 190,000 active;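 further: 0% = bound tracer without compound and 100% = peptide blocker; higher means less fluorescent Bim peptide bound to Bcl-W beads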
# Bcl-2 Bim block = human Bim-Bcl-2 interaction inhibition; Bead-based flow cytometry, Bim peptide-Bcl-2 binding; 0.06% of 190,000 active; P10415; inhibition, % at 10 µM; AID 950; in the data active means inhibition above about 40%; inconclusive means no clear call, values can overlap the other calls;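 further: 0% = no compound wells with probe peptide and 100% = reference peptide inhibitor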
# RGS8-Gao = regulators of human RGS8-Galphao interaction. 0.34% of 220,000 active. response (percent of control binding), % at 10 µM. P09471. AID 1423. multiplexed bead flow cytometry, RGS8-Galphao binding; actives lie on both sides; in the data active means response below about 60% or above about 140%; inactive means in between;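 further: Galphao activated as the GDP aluminium fluoride complex binding bead-coupled RGS8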
# Numbers without * were called inactive; ? = inconclusive; . = not tested or not shown; [ ] = remark or other dose. Unless noted, no stated cut-off is given here; in the data, active means inhibition above about 40%. Rows are unselected; any-hit rate near 1.1%.
No.	SMILES	Bim-Bcl-B	RGS7-Gao	GSH fluor	Bcl-XL Bim block	ABCB1 inh	ABCG2 inh	RGS4-Gao reg	Bim-Bfl-1	Bim-Bcl-W	Bcl-2 Bim block	RGS8-Gao
1	COc1ccc(NC(=O)CCS(=O)(=O)c2cccc3nonc23)c(OC)c1	-8	100	34	-6	0.4	2	97	-12	0	-8	98
2	S=c1nc[nH]c2c1sc1nc(-c3ccccc3)c3c(c12)CCCC3	2	96	12	-4	-1.1	-3	101	0	-1	1	85
3	O=C(CC1CCCCC1)Nc1ccc(-c2ccc3nncn3n2)cc1	-2	106	18	0	0.2	7	102	-4	-2	-1	103
4	CC(C)COc1ccc(C(=O)Nc2ccc(NC(=O)c3ccco3)c(Cl)c2)cc1	-7	93	26	-3	-0.8	-2	96	-12	0	-8	99
5	CC1(C)CC(=O)c2c(O)c(-c3ccccc3)c(=O)n(-c3ccccc3)c2C1	0	104	10	-2	0.6	1	104	0	0	1	102
6	O=C(Nc1ccccc1)C12CC3CC(C1)CC(n1cnc([N+](=O)[O-])n1)(C3)C2	-4	103	9	-3	-0.8	-3	101	-3	-1	-6	100
7	Cc1ccc(C(=O)c2sc3nsc(C)c3c2N)cc1	-12	95	10	-1	0.0	2	97	-7	0	-8	100
8	Cc1cccc(NS(=O)(=O)c2cc(C(=O)OC(C)C(=O)NCc3ccc4c(c3)OCO4)ccc2C)c1 (stereo not given)	-8	101	17	-7	4.6	21	103	-14	-1	-8	100
9	CC(=O)NN1C(=O)c2ccc(Oc3cccc([N+](=O)[O-])c3)cc2C1=O	0	100	22	-1	-0.3	-1	99	-1	-1	0	94
10	COc1cc(SC)ccc1C(=O)NCc1ccc(C)cc1	-1	88	12	-4	0.7	4	96	-1	-4	-3	97
11	Cc1cc(C)n(CCc2nc3c4ccccc4n(CC#N)c(=O)n3n2)n1	-7	91	28	-7	0.0	0	91	-22	-3	-15	94
12	Cc1cc(C(=O)CSc2nn3c(=O)c(C(C)(C)C)nnc3s2)c(C)n1-c1ccc(F)cc1	2	103	10	2	0.6	2	102	6	5	2	103
13	CCn1ncc([N+](=O)[O-])c1C(=O)n1nc(C)cc1C	-15	110	18	-7	0.9	41	103	-10	-4	-20	108
14	O=C1CC(=C2c3ccccc3-c3ccccc32)C(=O)N1CCCCN1CCN(c2ccccc2)CC1	-1	101	16	-2	3.3	10	98	0	0	0	103
15	CCOC(=O)N1CCN(C(=O)C(CC(C)C)NC(=O)C2CCCCC2)CC1 (stereo not given)	-8	99	11	-9	0.0	0	104	-10	-4	-11	100

# Among those listed so far, these have a thiophene ring, fused or not.
No.	SMILES	Bim-Bcl-B	RGS7-Gao	GSH fluor	Bcl-XL Bim block	ABCB1 inh	ABCG2 inh	RGS4-Gao reg	Bim-Bfl-1	Bim-Bcl-W	Bcl-2 Bim block	RGS8-Gao
2	S=c1nc[nH]c2c1sc1nc(-c3ccccc3)c3c(c12)CCCC3	2	96	12	-4	-1.1	-3	101	0	-1	1	85
7	Cc1ccc(C(=O)c2sc3nsc(C)c3c2N)cc1	-12	95	10	-1	0.0	2	97	-7	0	-8	100

# (further entries)
No.	SMILES	Bim-Bcl-B	RGS7-Gao	GSH fluor	Bcl-XL Bim block	ABCB1 inh	ABCG2 inh	RGS4-Gao reg	Bim-Bfl-1	Bim-Bcl-W	Bcl-2 Bim block	RGS8-Gao
16	O=c1[nH]c2ccccc2n1Cc1ccccc1	-6	98	24	-4	-0.1	2	97	-10	0	-7	99
17	COc1ccc(C2C(C(=O)c3sc(C)nc3C)=C(O)C(=O)N2CCCn2ccnc2)cc1OC (stereo not given)	1	99	10	-6	1.0	3	99	-2	-2	-1	101
18	CCN(CC)c1c([N+](=O)[O-])c(=O)n(C)c2ccccc12	-5	104	25	-4	1.7	21	97	-2	-2	-6	99
19	CC(NC(=O)Cc1ccc(-c2ccccc2)cc1)c1ccccc1 (stereo not given)	9	263*[activator]	24	11	0.5	23	152*[activator]	0	5	14	106
20	O=c1ccc(NS(=O)(=O)c2ccccc2Cl)cn1Cc1ccc(Cl)c(Cl)c1	-2	?	9	-2	1.9	5	102	-5	-2	-1	100
21	CCn1c(C)cc(/C=C2/NC(=O)N(Cc3ccccc3F)C2=O)c1C	-2	99	13	-3	3.5	5	98	1	-1	1	99
22	CCOC(=O)c1cccc(P(C)(C)=O)c1	-10	103	19	-10	0.3	0	103	-17	-6	-6	99
23	COc1ccc(N2CCC(CNC(=S)Nc3cccc(C)c3)C2)cc1 (stereo not given)	1	85	21	1	0.7	24	85	1	4	3	92
24	O=C(Nc1ccccc1)C1Cc2ccccc2CN1C(=O)c1ccco1 (stereo not given)	-2	96	20	-6	-0.1	-1	96	2	-3	3	98
25	O=C(O)c1cc(-c2ccco2)[nH]n1	-8	104	25	-8	-0.3	11	102	-17	-2	-12	102
26	O=C(Nc1nnc(-c2ccccc2)o1)c1cccc(N2C(=O)CCC2=O)c1	-5	104	6	-7	0.3	1	105	-1	-1	-4	103
27	COc1cc(C(=O)NNC(=S)NC(=O)c2ccc(Cl)cc2)cc(OC)c1OC	.	103	446*	.	5.2	2	109	.	.	?	99
28	Cc1cc(NC(=O)c2cc(-c3ccccc3)on2)no1	0	97	7	3	0.2	1	99	-7	-1	-4	101
29	CC(=O)Nc1ccc(NC(=O)CCC(=O)OCC(=O)c2ccc(C)c([N+](=O)[O-])c2)cc1	-6	84	14	1	-0.2	0	87	-3	0	-3	93
30	CCC(C)OC(=O)C1=C(C)O[C@]23OC(N)=C(C#N)[C@]12C(=O)c1ccccc13 (stereo not given in full)	0	109	12	7	0.6	3	118	8	12	5	119
31	CSc1ncccc1C(=O)Nc1nc2ccc(F)cc2s1	-2	106	11	-2	0.4	10	105	-4	4	-1	100
32	CC(=O)c1ccc(NC(=S)NCCCN2CCOCC2)cc1	0	102	19	-1	0.1	0	104	-2	0	1	106
33	CC(C)CCNC(=O)C1CCCN(S(=O)(=O)c2ccc(F)cc2)C1 (stereo not given)	-3	98	25	-3	0.8	2	102	-11	-1	-4	101
34	CCn1nnnc1-c1ccc(OC)c(S(=O)(=O)Nc2ccc(C(=O)OC)cc2)c1	0	100	12	-2	0.0	0	101	-1	1	-2	101
35	COc1ccccc1Nc1ncc(C(=O)N2CCC(C(N)=O)CC2)c2ccccc12	-5	97	24	3	0.4	1	100	-2	-1	-5	98
36	CS(=O)(=O)c1ccccc1C(=O)NC1CCCc2ccccc21 (stereo not given)	0	100	11	-1	0.4	1	104	-2	-2	-1	100
37	Cc1cc(CNCc2cn(C)nc2-c2ccc(Oc3ccccc3)cc2)on1	-3	101	11	-4	2.3	5	105	-7	-1	-2	102
38	CCOC(=O)n1c(SCC(=O)N(CC)CC)nc2ccccc21	-2	98	5	-2	0.9	2	99	-10	-1	-1	100
39	O=C(CSc1nc2c(c(=O)n1-c1ccc(F)cc1)SCC2)NCc1ccco1	-8	94	25	-8	2.0	28	95	-15	-3	-12	98
40	O=C(NC1CCCCC1)C(c1ccc2ncccc2c1)N(Cc1ccco1)C(=O)c1ccc2c(c1)OCCO2 (stereo not given)	0	95	54	0	5.5	3	93	-4	0	0	96
41	CC(Sc1ccsc1[N+](=O)[O-])C(=O)NCc1ccco1 (stereo not given)	0	92	8	-4	0.5	3	95	-3	0	-3	87
42	c1ccc(-n2c(SCc3ccncc3)nnc2-c2ccco2)cc1	-3	104	60	1	0.5	1	100	-4	2	0	98
43	O=C(CN(C(=O)CCNC(=O)c1ccco1)c1ccccc1)NC1CCCC1	-8	105	14	-7	0.1	2	105	-8	-1	-9	105
44	CCC(=O)N1C(=O)CCN(C(C)=O)c2ccccc21	-3	101	17	-3	0.1	0	104	-1	-1	-2	102
45	Cc1cc(C)c2nc(Cl)c(C3NC(=O)c4ccccc4N3)cc2c1 (stereo not given)	-6	?	14	0	1.0	1	100	-6	0	-4	101
46	O=C1CC(c2nc3ccccc3[nH]2)CN1c1ccccc1 (stereo not given)	1	84	8	3	0.5	2	85	2	0	4	84
47	CCOC(=O)N1CCN(C(=O)c2ccc3c(=O)n(CCC4=CCCCC4)c(=S)[nH]c3c2)CC1	-6	100	21	-1	0.5	2	100	0	-3	-5	100
48	BrC(/C=N/Nc1nc(N2CCOCC2)nc(N2CCOCC2)n1)=C/c1ccccc1	-10	100	10	-2	-0.3	-1	100	-7	-1	-6	102
49	Cc1cc2c(cc1C)N(CC(=O)N1CCCC1)C(=O)CC(c1ccccc1)=N2	-4	100	47	-17	1.1	1	105	-12	3	-7	105
50	NC(=O)CSc1nc2ccccc2nc1SCC(N)=O	-9	97	15	-1	0.1	0	98	-5	-4	-3	100
51	CC1C/C=C/C=C/C=C/C=C/C(O[C@@H]2O[C@H](C)[C@@H](O)[C@H](N)[C@@H]2O)CC2OC(O)(CC(O)CC3OC3/C=C/C(=O)O1)CC(O)C2C(=O)O (stereo not given in full)	-4	.	18	-2	-0.1	0	.	-3	-3	0	.
52	O=C1c2cccnc2C(=O)N1Cc1ccccc1	-10	98	15	-9	0.3	2	99	-9	-5	-7	98
53	O=C1NC(=S)S/C1=C\c1coc2ccccc2c1=O	0	98	13	-2	-0.1	1	100	-5	-2	-1	101
54	COC(=O)Cc1[nH]nc2c1C1(CCSCC1)C(C#N)=C(N)O2	-8	105	34	-9	0.6	5	97	-20	-3	-11	96
55	COCCCNC(=O)c1ccc(Cn2c(=O)c3ccccc3n(Cc3ccc(C)cc3)c2=O)cc1	-4	104	32	-18	4.4	1	104	-8	0	-5	100
56	CCCN1CNC(=S)N(CCc2ccccc2)C1	-6	75	10	-9	0.5	1	77	-4	-4	-1	83
57	CC(C)Oc1cccc(C(=O)C2CCCN(Cc3cnc(N4CCCC4)s3)C2)c1 (stereo not given)	-6	111	15	-2	2.5	2	115	-5	-4	-4	128
58	Nn1c(SCc2ccccn2)nncc1=O	-2	99	20	-2	0.2	0	99	-5	0	0	98
59	COc1ccc2c(C)c(C(=O)O)oc2c1	0	108	10	-2	-0.1	0	103	1	1	1	110
60	COc1ccc(N2C(N)=NC(N)=NC2(C)C)cc1	5	103	11	1	0.5	3	96	0	-2	6	93
61	COc1ccc(CCNC(=O)c2c(C)nc3ccccn23)cc1OC	-5	105	10	0	0.5	3	106	-3	0	-4	102
62	Cc1csc(=O)n1CC(=O)OCc1cccc2ccccc12	-10	98	14	-4	0.5	5	100	-10	-5	-9	100
63	COC(=O)c1c(C)oc(C)c(C(=O)OC)c1=O	-1	109	64	1	-0.3	-1	108	1	1	0	118
64	COc1cc2c(cc1NC(=O)CSc1nccn1C)oc1ccccc12	-4	100	6	-2	0.9	4	102	1	-1	3	103
65	COc1ccc(-c2cc(C(=O)OCC(=O)NC(C)C)c3ccccc3n2)cc1	-1	104	17	2	3.1	37	101	8	0	2	101
66	CC(C)Cn1c(CN2CCN(c3ccccc3F)CC2)nc2c1c(=O)[nH]c(=O)n2C	-7	100	15	-6	0.6	2	100	-7	-5	-4	100
67	Cc1cccc(NC2=NCC(=O)N2Cc2ccccc2)c1	-12	104	25	-6	0.5	0	104	-12	0	-8	98
68	CCn1ccc(C(=O)N2CCOCC2)n1	-3	96	13	0	-0.1	2	98	-3	0	0	99
69	O=C(NCc1ccccc1Cl)c1cnccn1	-3	98	20	0	0.3	1	99	-3	-1	-1	100

# Compound activity deposited in PubChem BioAssay by NMMLSC.
